Bioassay records: PubChem, several laboratories
PostGolgi ctrl = growth of the yeast control strain, post-Golgi counter-screen; inhibition, % at 10 µM; 98,000 compounds, 5% hits; efflux-deficient yeast background strain, growth absorbance A615, 16 h
CYP2C9 activ = activators of human CYP2C9; activation factor at 5 µM; 96,000 compounds, 1.4% hits; AID 1024; recombinant CYP2C9, luciferin-H conversion, luminescence; stronger effect = higher value; factor 1 = untreated enzyme, 0 = blocked;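 active = activation factor of 2 or more for CYP2C9 at a 5 µM dose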;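 also: 0 = sulfaphenazole-blocked wells and 1 = vehicle-only wells; values of inactives mirror those of a sister screen read the other way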
Pyk2 oligo antag = Pyk2 (human) oligomerization antagonism. Q14289. Q293 cells, Pyk2 FERM NanoBiT luminescence; stronger effect = lower value. z-score (the deposit names both 25 µM and 10 µM). 99,000 compounds, 0.83% hits;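 active = Z-score of -3 or lower, scaled per plate to the spread of control and sample wells; inactive = z-score above -3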;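 also: negative z-score means lost luminescence so less FERM oligomerization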
LYP inh 2 = LYP (human) phosphatase inhibition; Q9Y2R2; recombinant LYP catalytic domain, DiFMUP fluorescence; inhibition, % at 2 µM; 96,000 compounds, 0.21% hits;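 active = inhibition at 2 µM at or above a set limit, the screen mean plus 3 SD, cut at about 24% in these data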;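 also: 0% = DMSO with enzyme and 100% = enzyme fully blocked by orthovanadate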
PostGolgi yeast = growth inhibition of a yeast mutant, post-Golgi transport screen; AID 739; post-Golgi transport phenotypic cell assay; 98,000 compounds, 0.9% hits; inhibition, % at 10 µM;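 also: yeast cells grown in 1536-well plates; yeast grown about 18 h at 30C before absorbance read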
CYP2C9 inhib = blocks human cytochrome P450 2C9 | inhibition, % at 5 µM | 96,000 compounds, 20% hits | CYP2C9 Supersomes, luciferin-H conversion, luminescence | P11712;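 active = blocking of liver enzyme CYP2C9 beyond about 50% at 5 µM, limit read from the data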; also: values of inactives mirror those of a sister screen read the other way
hDAT+cocaine = modulates human dopamine transporter uptake under cocaine | Q01959 | AID 449768 | LLC-PK1 hDAT cells, [14C]-dopamine uptake with cocaine IC80; actives deviate in either direction | 110,000 compounds, 1.3% hits | B-score at 10 µM;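 active = Z score or B-score, a plate-position-corrected score, falls beyond the plate's 99.7% confidence bounds, in either direction; inactive = both scores lie inside the 99.7% bounds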;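 also: scored against the spread of the other compound wells on the same plate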
Target sequence (Q01959 whole entry, looked up): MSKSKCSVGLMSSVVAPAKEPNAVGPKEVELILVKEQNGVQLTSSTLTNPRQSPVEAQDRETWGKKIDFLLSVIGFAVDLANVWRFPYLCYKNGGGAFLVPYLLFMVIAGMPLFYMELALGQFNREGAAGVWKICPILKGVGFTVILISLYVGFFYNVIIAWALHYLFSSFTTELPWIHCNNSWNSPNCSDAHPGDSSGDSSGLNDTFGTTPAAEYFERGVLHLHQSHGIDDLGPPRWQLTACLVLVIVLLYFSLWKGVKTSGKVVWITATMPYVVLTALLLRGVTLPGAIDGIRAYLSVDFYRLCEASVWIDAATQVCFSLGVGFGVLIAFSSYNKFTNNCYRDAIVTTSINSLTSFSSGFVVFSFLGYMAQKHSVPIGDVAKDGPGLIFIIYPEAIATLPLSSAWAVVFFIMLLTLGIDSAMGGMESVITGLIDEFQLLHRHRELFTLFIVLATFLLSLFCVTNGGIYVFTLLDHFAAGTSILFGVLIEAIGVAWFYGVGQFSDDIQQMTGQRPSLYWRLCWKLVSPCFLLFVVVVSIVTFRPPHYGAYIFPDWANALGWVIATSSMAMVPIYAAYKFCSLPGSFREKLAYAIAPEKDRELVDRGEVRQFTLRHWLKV
Ecoli WT expand = growth inhibitors of E. coli BW25113 wild type. OD600 absorbance. 98,000 compounds, 0.15% hits. AID 710. growth inhibition, % at 100 µM;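 active = growth inhibition above about 50% at one test dose, limit read from the data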;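 also: growth measured after 20 h incubation at 37 °C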
PTPN22 act = activators of human LYP (PTPN22) phosphatase | recombinant LYP, DiFMUP fluorescence; 0 = plate median, 100 = signal doubled | activation, % at 2 µM | Q9Y2R2 | 96,000 compounds, 0.11% hits | AID 697;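 active = activation at 2 µM above a set limit, the mean plus 5 SD, cut at about 37% in these data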
Active calls of the source: *; nt = no result given. Rule as the data show it, unless noted: active = inhibition above about 30%; inactive = the rest.

SMILES	PostGolgi ctrl	CYP2C9 activ	Pyk2 oligo antag	LYP inh 2	PostGolgi yeast	CYP2C9 inhib	hDAT+cocaine	Ecoli WT expand	PTPN22 act
Cc1nc([N+](=O)[O-])c(Br)n1CC(=O)c1ccc(Br)cc1	19.6	0.5	-1.02	16.0	21.6	54.4*	-0.188	-12.0	-16.4
COc1ccc(Cl)cc1NC(=S)N1CCN(c2ccccn2)CC1	1.2	2.5*	-0.31	3.1	-9.1	-154.4	0.891	-4.0	0.5
CCn1cc(S(=O)(=O)CC(=O)Nc2cc(C)on2)c2ccccc21	-1.8	1	-0.33	-5.8	3.7	-1.7	0.00974	3.0	3.1
CCOC(=O)C1CCCN(C(=O)CCCOc2cc(=O)n(C)c3ccccc23)C1 (centres undefined)	10.6	1	0.62	-17.1	-3.0	2.3	0.114	-3.0	13.2
O=C(Cn1nc(Cc2ccncc2)c2ccccc2c1=O)N1CCc2ccccc2C1	12.6	0.2	nt	-0.3	-0.9	79.7*	nt	0.0	-1.4
COc1nc(C)ccc1-c1noc(-c2ccccn2)n1	0.6	0.7	-0.18	-7.9	-2.5	27.7	0.573	-1.0	6.0
c1cn(-c2ncnc3sc4c(c23)CCCC4)cn1	nt	0.9	-0.48	-16.5	nt	9.4	-0.684	nt	13.5
CCCCCCOC(=O)c1ccc(NC(=O)c2cc(OC)c(OC)c(OC)c2Br)cc1	13.8	0.4	0.45	4.5	-5.6	64.5*	0.0649	-13.0	-5.8
CCS(=O)(=O)NCc1csc(-c2ccccc2)n1	0.3	1	nt	nt	10.6	-0.3	0.0448	10.0	nt
O=C(NCC1CCCO1)c1onc(CSc2ccc(F)c(F)c2)c1C(=O)O (centres undefined)	0.9	0.8	nt	-23.0	4.2	17.9	-0.751	-8.0	27.0
CC(C)(C)C(=O)Cn1c[n+](N)cn1	3.3	1.2	0.84	-3.0	3.7	-20.1	-0.292	-2.0	6.3
C=CCn1c(SCC(=O)Nc2nnc(CC)s2)nnc1-c1cccnc1	-3.8	1	-0.77	0.7	-6.7	0.1	0.415	1.0	1.5
COC(=O)CN1C(=O)CC(C)(C)S(=O)c2ccccc21 (centres undefined)	4.2	1	nt	0.0	-4.2	0.5	0.512	4.0	-1.6
Cc1nn(CC(=O)O)c2ccccc12	-1.1	0.8	-0.25	-6.3	25.0	23.3	0.165	5.0	5.9
CCCCOC(=O)c1ccc(NC(=S)NC(=O)c2c(Cl)cnn2CC)cc1	3.3	0.7	0.48	10.5	-2.9	29.4	-0.293	-12.0	-6.7
COC(=O)c1ccc(C)c(NC(=O)C2COc3ccccc3O2)c1 (centres undefined)	1.2	0.2	0.33	-20.3	-5.8	79.4*	-0.165	5.0	22.4
O=C(NCCC1=CCCCC1)C(=O)NCc1ccccc1Cl	33.8*	0.9	0.43	11.7	1.3	12.7	-0.911	-1.0	-8.5
COc1cc(S(=O)(=O)N2CCC(O)(c3cccc(C(F)(F)F)c3)CC2)ccc1-n1cnnn1	3.2	0.4	-0.65	6.7	-9.5	63.9*	-0.702	-10.0	-9.9
CO/N=C/NC(=O)C1=NOC(CNc2ncc(C(F)(F)F)cc2Cl)C1 (centres undefined)	10.5	0.9	-0.45	-0.3	3.0	5.8	0.0241	2.0	-2.2
COC(=O)c1cccc(NC(=O)CSc2nc(=O)cc(N)n2-c2ccccc2)c1	-11.8	0.9	-0.63	-0.7	2.1	10.9	1.22	-5.0	0.6
CSc1nc(-c2ccccc2)nn1C(=O)c1ccc(C)cc1	-0.6	0.8	-0.26	13.4	-3.0	15.0	-0.0413	2.0	-10.8
COc1ccccc1CNC(=O)C(CC(C)C)NC(=O)C1CCC(C)CC1 (centres undefined)	11.1	0.8	0.04	-4.4	14.8	16.4	-0.161	-8.0	3.4
COc1cccc(C(=O)CN(C(=O)c2ccc(Cl)c(Cl)c2)N2C(=O)c3ccccc3C2=O)c1	3.1	0.6	0.48	1.3	1.9	40.9	1.12	-5.0	0.8
Cc1ccnc2nc(C(=O)Nc3ccc(N4CCOCC4)cc3)nn12	7.1	0.9	0.2	-11.6	15.9	7.0	0.377	-6.0	11.1
CC1CN(Cc2cc(=O)n3ccsc3n2)CC(C)O1 (centres undefined)	4.3	0.9	0.52	2.9	-11.7	7.6	-0.492	3.0	0.5
CCn1c(=O)c(C(=O)NC(C)C)c(O)c2ccccc21	10.1	0.7	-1.55	2.6	-8.0	25.4	0.17	-2.0	-2.1
CCc1cccc2c(C(=O)Cn3nnc(-c4ccc(OC)c(OC)c4)n3)c[nH]c12	-8.6	0.4	-1.85	2.4	-7.7	62.2*	nt	-12.0	-2.9
CC(=O)CC(=O)Nc1ccn(-c2ccccc2)n1	1.0	1	0.47	9.2	-3.1	-0.2	-0.112	5.0	-7.7
CCOc1ccc2sc(NS(=O)(=O)c3ccc(OC)c(OC)c3)nc2c1	4.4	0.1	-1.34	-8.3	-4.2	91.8*	-0.631	-8.0	3.5
COCCNC(=O)CC(NS(=O)(=O)c1ccc(NC(C)=O)cc1)C(C)C (centres undefined)	-0.3	1	-0.09	nt	-12.6	1.6	-0.32	1.0	nt
COC(=O)[C@@H](NC(=O)Nc1cc(Cl)ccc1C)C(C)C	-2.8	0.9	-0.13	-6.2	-3.4	10.0	0.277	2.0	8.5
CCOC(=O)CSc1nc2ccsc2c(=O)n1C1CCN(C(=O)OCC)CC1	21.0	0.4	-0.04	4.2	-5.2	61.5*	1.13	-5.0	-6.7
Cc1ccc2nc(SCC(=O)Nc3nnc(SCC(N)=O)s3)[nH]c2c1	8.5	0.7	0.99	4.8	-8.4	31.7	0.61	4.0	-1.6
COc1cc2c(cc1NC(=O)COc1ccc3ccccc3c1)oc1ccccc12	2.7	0.9	-0.17	-8.5	2.2	7.1	-7.78*	-14.0	10.2
CCOC(=O)N/N=C/c1ccc(F)cc1	-1.6	0.9	-0.11	-6.2	18.3	5.3	-0.0368	11.0	8.4
CCOc1cc(/C=N/n2cnnc2)ccc1OCC(=O)Nc1ccccc1OC	8.0	0.3	-0.35	-3.7	1.7	69.7*	-0.436	-1.0	3.0
O=C(O)C1CCN(S(=O)(=O)c2ccc(Oc3ccccc3)cc2)CC1	7.8	0.7	0.15	0.9	-2.6	28.6	0.728	-2.0	-1.0
O=C(c1cccnc1NCc1ccc(F)cc1)N1CCOCC1	-4.3	0.9	0.98	nt	-0.8	7.8	-0.0275	-3.0	nt
Cc1ccc(C(=O)Nc2cnc3ccccn3c2=O)cc1	7.1	0.8	0.19	-2.0	-3.4	21.9	-0.396	3.0	1.1
COc1cccc(OC)c1C(=O)Nc1cccc(C(C)=O)c1	nt	nt	0.99	1.4	nt	nt	-0.332	nt	-6.3
COCCn1nnnc1C(c1cccs1)N1CCN(c2cc(C)ccc2C)CC1 (centres undefined)	23.2	0.4	-1.67	5.9	-11.3	61.9*	0.394	-7.0	-8.8
Cc1ccc2[nH]c(=O)c(CNC(C)C)cc2c1	8.8	1	0.62	-4.0	-1.6	-4.1	0.696	-7.0	2.3
COc1ccccc1N1CCN(C(=O)CN(CCc2ccccc2)S(C)(=O)=O)CC1	13.2	0.9	-0.07	0.5	-2.4	14.2	0.713	9.0	-3.2
CCOC(=O)c1nnn(-c2nc(OC)nc(N(C)C)n2)c1-c1ccccc1	10.4	0.9	-0.18	0.0	0.0	6.1	1.42	-10.0	-1.1
O=C(Nc1nc2ccc(Cl)cc2s1)c1ccc(Br)o1	7.5	1	-1.66	-1.7	0.5	1.2	-1.32	-10.0	-0.5
Cc1ccccc1OCC(=O)Nc1ccc2c(c1)Cc1ccccc1-2	-3.9	1.1	2.4	2.5	-3.9	-12.5	0.334	-10.0	1.2
N#Cc1nc(N2CCCC2)nc(N2CCCC2)n1	7.0	0.9	0.78	-1.4	3.8	13.8	-0.438	4.0	-0.2
CCCCNS(=O)(=O)c1ccc2c(c1)oc(=O)n2CC(=O)OCC	8.6	0.3	nt	6.6	1.3	72.3*	-0.176	4.0	-7.2
CSc1nc(-c2ccco2)nn1C(=O)c1ccco1	8.0	1	nt	nt	-5.8	-2.9	-1.02	-2.0	nt
CN=C1c2cc3cc(OC)ccc3n2CCN1C	nt	nt	-0.76	-4.2	nt	nt	-0.938	nt	3.8
COC(=O)N(C)c1nc2ccccc2s1	9.0	1	-0.68	-9.2	-2.5	-4.6	0.851	10.0	7.0
CCNC(=O)C1CN(S(=O)(=O)c2ccccc2)CCN1S(=O)(=O)c1ccccc1 (centres undefined)	1.9	1	0.54	nt	0.2	-3.5	-0.00834	3.0	nt
COC(=O)c1cn(NC(=O)CCC2CCCC2)c(=O)c2ccccc12	2.2	1	0.45	1.3	-0.3	4.8	1.46	-3.0	2.3
CCOc1cccc(C=Nc2cc(C)cc(C)c2O)c1O	8.2	1	1.28	3.3	-1.7	1.9	0.594	14.0	-5.5
Cc1ccc(Oc2cc(N3CCOCC3)nc(-c3ccccc3)n2)cc1	-1.2	0.9	-0.32	-0.7	-4.3	14.2	-0.0868	4.0	4.8
O=C(O)CC(C(=O)N(c1ccccc1)c1ccccc1)N1CCOCC1 (centres undefined)	3.4	nt	0.22	0.9	-9.6	nt	-1.39	-4.0	-3.2
COc1cc(/C=N/N2C(=O)CSC2=S)ccc1O	2.4	1	0.63	-0.4	-6.5	-3.7	0.0701	8.0	2.1
COC(=O)c1cc(OC)c(OC)cc1NC(=O)C(C)Sc1ccc(C)cc1 (centres undefined)	15.9	0.5	0.12	13.0	-4.8	48.5	-1.06	-14.0	-8.3
O=C(O)Cn1c(-c2cscn2)nc2ccccc21	8.2	1.2	0.27	4.9	-16.3	-16.8	-0.0984	3.0	-5.7
O=c1cc(CN2CCC3(CC2)OCCO3)c2c(ccc3ccccc32)o1	9.0	0.7	-1.77	-5.7	-4.8	25.7	-0.961	1.0	5.0

(further entries)
SMILES	PostGolgi ctrl	CYP2C9 activ	Pyk2 oligo antag	LYP inh 2	PostGolgi yeast	CYP2C9 inhib	hDAT+cocaine	Ecoli WT expand	PTPN22 act
Cc1nc(C(=O)N(C)C)nn1-c1ccc(Cl)cc1Cl	3.1	0.5	0.34	0.5	-2.6	48.4	-1.12	2.0	3.4
Cn1c(=O)n(C)c2cc(S(=O)(=O)NCc3ccccc3)ccc21	0.6	1.3	1.53	nt	-2.4	-31.0	-1.07	-10.0	nt
COCCOC(=O)C1=C(C)Nc2nc(C)nn2C1c1ccc(F)cc1 (centres undefined)	28.6	0.9	0.03	3.1	11.8	8.6	-0.36	-1.0	-3.8
O=[N+]([O-])c1ccc(Cl)c(-c2ccc(/C=N/c3c(-c4ccco4)nc4ccccn34)o2)c1	-6.2	0.9	0.41	-0.9	-8.5	5.9	nt	2.0	3.9
Cc1cc(C)n(C(=O)C2CCCN2S(=O)(=O)c2ccc(Cl)cc2)n1 (centres undefined)	3.4	0.8	nt	-3.1	0.6	22.5	nt	-3.0	0.9
Cn1c(C(=O)NCC2CCCO2)cc2c(=O)n3ccccc3nc21 (centres undefined)	-4.0	0.8	0.1	-1.1	-3.0	21.7	0.0486	9.0	1.7
CC(C(=O)NCCCN1CCOCC1)n1cccc1C(=O)c1ccccc1 (centres undefined)	7.4	nt	0.9	3.6	4.9	nt	-0.0301	4.0	-6.8
CCOC(=O)C1CCN(c2c(NCCN3CCCCC3C)c(=O)c2=O)CC1 (centres undefined)	3.9	1.1	nt	nt	6.4	-13.4	0.21	4.0	nt
CCOCC(=O)NCc1ccc2c(c1)OCO2	19.4	1	0.25	0.5	-8.0	2.6	0.401	0.0	-2.6
